Source: PubChem BioAssay
MEX-5 binding = MEX-5 zinc finger RNA-binding disruptors – biochemical, C. elegans, fluorescence polarization, MLPCN library, primary screen. MEX-5/FITC-TCR2 RNA binding; active compounds read low. activity score (negative = inhibition of binding), % at 10 µM. 300,000 tested, 0.38% active;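 active = inhibition past about -25% in most replicates, and total fluorescence under double the plate's negative control median, limit read from the data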;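 also: 0% = DMSO and -100% = 5 µM competing unlabeled TCR2 RNA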
BCLXL inh = inhibitors of human Bcl-xL, primary screen, biochemical, fluorescence polarization, HTS; GST-Bcl-xL / FITC-Bim BH3 peptide fluorescence polarization; inhibition, % at 10.9 µM; 320,000 tested, 0.7% active; Bcl-2-like protein 1 (Homo sapiens), Q07817; AID 2129, 2009;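 active = inhibition above the mean of all tested compounds plus 3 SD, cutoff set per campaign, cut at about 30% in these data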;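 also: 0% = DMSO wells and 100% = unlabeled Bim-BH3 peptide competitor; inhibitors lower millipolarization by displacing the labeled peptide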
VLA-4 inh = inhibition in human VLA-4 binding assay, primary screen, VLA-4 allosteric modulator project, MLPCN library, flow cytometry, VLA-4 expressing cells; ligand binding flow cytometry; AID 2557, 2010; 330,000 tested, 0.2% active; Integrin alpha-4 (Homo sapiens), P13612; inhibition, % (about 7 µM as worked out from the volumes in the protocol); in the data active = inhibition above about 50%
Efflux pump mplx = inhibitors of Candida efflux pumps in yeast, primary screen, S. cerevisiae, Nile Red, multiplex | AID 485275, 2010 | S. cerevisiae Candida pump triplex | inhibition, % at 10 µM | 330,000 tested, 0.44% active;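 active = plate passing quality check with inhibition over a set limit, or well fluorescence over plate mean plus 4 SD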;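 also: Nile Red retained in pooled yeast measured as flow cytometry median fluorescence; 0% = buffer negative control and 100% = Enniatin B positive control; higher means more Nile Red kept so more efflux inhibition; some compounds called inactive have numbers as strong as hits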
PME-1 inh = PME-1 inhibitors via competitive probe labeling, primary screen, biochemical, fluorescence polarization, FP-Rh probe, HTS. 320,000 tested, 0.53% active. inhibition, % at 5.9 µM. recombinant PME-1. AID 2130, 2009. Protein phosphatase methylesterase 1 (Homo sapiens), Q9Y570;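 active = inhibition above the campaign mean of all compounds plus 3 SD, cut at about 26% in these data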;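 also: competitive labeling of PME-1 active site by serine hydrolase directed probe; 0% = PME-1 with DMSO and 100% = wells lacking PME-1 enzyme; inhibitors block probe labeling so polarization falls and inhibition rises; many of its hits are not listed in these tables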
GLD-1 RNA inh = GLD-1/TGE RNA complex disruptors, primary screen, biochemical, fluorescence polarization. Female germline-specific tumor suppressor gld-1 (Caenorhabditis elegans), Q17339. purified GLD-1 + fluorescein TGE RNA. inhibition, % at 5.96 µM. 320,000 tested, 0.44% active;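 active = percent inhibition above a per-plate cutoff, the plate mean of test compounds plus 3 SD, cut at about 30% in these data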;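 also: 0% = DMSO wells with GLD-1 and probe and 100% = wells lacking GLD-1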
Fam108B counter = mouse Fam108B serine hydrolase inhibitors, primary screen, counter-screen for RBBP9 inhibitor project, biochemical, fluorescence polarization; 300,000 tested, 0.33% active; recombinant Fam108B, FP-Rh probe fluorescence polarization; AID 1947, 2009; inhibition, % at 9.51 µM;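 active = inhibition above the screen mean inhibition plus 3 SD, computed separately per campaign, cut at about 18% in these data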;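 also: inhibitors lower polarization as less probe binds the enzyme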
MCL1-BIM inh = inhibitors of MCL1 binding to BIM-BH3, primary screen, biochemical, fluorescence polarization. Induced myeloid leukemia cell differentiation protein Mcl-1 (Homo sapiens), Q07820. GST-MCL1 / FITC-Bim-BH3 fluorescence polarization. inhibition, % at 10.9 µM. 320,000 tested, 0.68% active;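 active = inhibition above the mean inhibition of all tested compounds plus 3 SD, set per campaign, cut at about 40% in these data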;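 also: 0% = DMSO wells and 100% = unlabeled Bim-BH3 peptide control; higher means more loss of mP so more displacement of Bim peptide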
Target sequence (Q07820 whole entry, looked up): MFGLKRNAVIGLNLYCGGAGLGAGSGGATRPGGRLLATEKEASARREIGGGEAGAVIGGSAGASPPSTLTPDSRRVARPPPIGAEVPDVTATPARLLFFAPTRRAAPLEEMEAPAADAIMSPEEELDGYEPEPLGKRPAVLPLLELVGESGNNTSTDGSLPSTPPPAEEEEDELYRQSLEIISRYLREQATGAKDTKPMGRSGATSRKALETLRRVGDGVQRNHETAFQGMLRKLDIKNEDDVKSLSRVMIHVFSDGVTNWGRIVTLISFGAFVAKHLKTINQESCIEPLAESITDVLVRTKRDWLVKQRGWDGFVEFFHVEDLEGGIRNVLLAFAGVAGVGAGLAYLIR
GRK2 aptamer HTS = compounds blocking aptamer binding on GRK2 – biochemical, human GRK2, bead flow cytometry, HTS, primary screen. Beta-adrenergic receptor kinase 1 (Homo sapiens), P25098. FAM-aptamer displacement from GRK2. inhibition of aptamer binding, % at 10 µM. 330,000 tested, 0.59% active;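 active = inhibition of aptamer binding above 40%, roughly 3 SD of noise, on plates passing a quality check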;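 also: median bead fluorescence of bound FAM aptamer so fluorescent compounds give negative values; no value below 0 was filed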
Target sequence (P25098 whole entry, looked up): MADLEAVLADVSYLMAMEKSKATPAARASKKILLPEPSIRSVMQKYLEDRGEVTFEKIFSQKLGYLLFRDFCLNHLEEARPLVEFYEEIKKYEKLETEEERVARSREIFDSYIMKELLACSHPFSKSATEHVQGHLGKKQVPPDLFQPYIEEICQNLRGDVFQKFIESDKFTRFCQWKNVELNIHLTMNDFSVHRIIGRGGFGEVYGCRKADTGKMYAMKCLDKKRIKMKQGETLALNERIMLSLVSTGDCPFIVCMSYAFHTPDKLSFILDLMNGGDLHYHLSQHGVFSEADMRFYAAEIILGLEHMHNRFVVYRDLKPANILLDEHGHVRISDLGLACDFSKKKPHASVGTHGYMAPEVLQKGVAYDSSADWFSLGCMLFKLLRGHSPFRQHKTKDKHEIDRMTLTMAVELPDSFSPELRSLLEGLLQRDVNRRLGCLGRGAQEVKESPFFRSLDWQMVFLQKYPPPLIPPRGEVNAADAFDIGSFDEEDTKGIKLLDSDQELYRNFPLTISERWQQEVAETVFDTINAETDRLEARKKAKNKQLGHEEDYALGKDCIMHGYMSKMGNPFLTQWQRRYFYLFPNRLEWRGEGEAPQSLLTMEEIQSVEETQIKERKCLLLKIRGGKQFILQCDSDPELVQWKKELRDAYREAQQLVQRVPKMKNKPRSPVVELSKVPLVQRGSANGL
* = called active by the depositor; · = no result given. Some of the compounds tested; count on the stated rates, not on these rows.

SMILES	MEX-5 binding	BCLXL inh	VLA-4 inh	Efflux pump mplx	PME-1 inh	GLD-1 RNA inh	Fam108B counter	MCL1-BIM inh	GRK2 aptamer HTS
COc1ccc(CNC(=O)[C@H](Cc2ccccc2)NC(=O)C2CCNCC2)cc1	1.5	5	-5	0.2	-5	1	3	5	10
Brc1ccc(Oc2nsnc2N2CCOCC2)cc1	1.8	6	-27	0.0	1	2	1	8	2
COc1ccc(NC(=O)Cn2c(C)cc(=O)c3ccccc32)cc1	0.7	-1	0	0.1	-2	4	4	-9	0
Cc1ccc2c(c1)NC(=O)C(CC(=O)NCCCN1CCc3ccccc3C1)O2 (stereo not given)	3.5	5	6	-0.1	-4	2	1	8	0
O=C(NC(=S)Nc1ccccc1)c1cccs1	-0.3	-8	7	0.3	5	-12	-6	-12	3
COc1ccc(-c2nc(NC(=O)c3ccc(OCC(=O)Nc4ccc(F)cc4)c(OC)c3)sc2C)cc1	-2.5	8	-7	-1.4	-5	7	-4	6	0
CCOc1ccc(Nc2nc(CC(=O)OC)cc(=O)[nH]2)cc1	0.5	3	1	-0.1	-2	3	-2	3	1
COc1ccc(-c2nnc(SCC(N)=O)n2N)cc1	2.5	-1	-2	0.1	3	6	-1	6	0
Cn1c(CCC(=O)O)nc2cc(S(=O)(=O)N3CCCC3)ccc21	·	·	-6	0.0	·	-3	·	·	1
Cc1cc(N2C(=O)C(O)=C(C(=O)c3cc4ccccc4o3)C2c2ccc(Cl)cc2)no1 (stereo not given)	-4.5	-9	0	-0.1	1	-11	-3	-20	6
CN(C(=O)Nc1ccc(Cl)cc1Cl)[C@H]1c2cc(Br)ccc2OC[C@H]1CO	0.5	-1	9	0.1	1	-2	0	3	0
O=C(NCC(=O)N1CCOCC1)c1ccc(Cl)c(Cl)c1	·	·	12	0.3	·	-1	·	·	0
CC1CCCC(C)N1/N=C/c1ccc(N(C)C)cc1 (stereo not given)	0.1	5	15	0.3	3	-10	2	8	3
COc1ccc(-c2nc3c(c(SCC(=O)N4CCOCC4)n2)COC(C)(C)C3)cc1	-1.0	5	9	0.1	-6	-4	2	13	0
NS(=O)(=O)c1cccc(NC(=O)c2cccc(Oc3ccccc3)c2)c1	1.3	-2	-17	0.2	-15	-6	-8	2	0
CCO/C=C1\SC(=S)N(c2ccc(Cl)cc2)C1=O	2.5	14	1	-0.1	-39	15	-27	20	0
CCOC(=O)N1CCC(NC(=O)CNS(=O)(=O)c2ccc(Br)s2)CC1	0.7	-1	27	-0.1	5	-1	3	1	0
CSc1nnc(NC(=O)c2nc(S(=O)(=O)Cc3ccc(C)cc3)ncc2Cl)s1	-2.2	4	7	0.0	2	1	2	10	2
COc1ccc(OC)c(-n2c(=S)[nH]c3cc(C(=O)N4CCCCC4)ccc3c2=O)c1	0.2	5	7	0.1	5	3	-2	11	4
CCC(=O)Nc1nnc(/C=C/c2ccc(OC)cc2)s1	-2.4	1	3	0.1	-5	5	-3	0	1
COCCNC(=O)c1ccc(C(=O)C(=O)c2ccccc2)cc1	1.6	4	16	-4.9	-3	7	2	4	4
CSc1nc2c(c(=O)[nH]c(=O)n2C)n1CCCc1ccccc1	-3.4	0	11	0.0	-2	1	3	-1	1
COc1cccc(-c2cccc(NC(=O)C3CCN(Cc4ccc(C)o4)CC3)c2)c1	-0.6	8	-9	0.0	1	6	4	10	0
O=C(CSc1nc2ncccc2[nH]1)NCCc1ccccc1	-0.6	9	-25	-0.2	1	5	2	18	3
CCN(C[C@H]1N[C@@](Cc2ccccc2)(C(=O)OC)[C@H]2C(=O)N(Cc3ccccc3)C(=O)[C@@H]12)S(=O)(=O)c1ccc(-c2ccccc2)cc1	·	·	-27	0.2	·	1	·	·	0
CCOc1ccc(NC(=O)C2CCCN(S(=O)(=O)c3c(C)n[nH]c3C)C2)cc1 (stereo not given)	0.7	-2	8	-0.2	4	6	-3	0	1
O=C(NC(=S)NCc1cccnc1)c1cccc2ccccc12	1.0	8	0	0.0	3	-1	2	10	0
CCC(C)(C)NC(=O)c1ccc(S(=O)(=O)N2CCCCCC2)cc1	1.2	2	11	0.0	-3	-1	-4	2	1
CC(=O)Nc1ccc(NC(=O)CSCc2ccccc2Cl)cc1	-1.6	4	3	0.0	1	-4	-1	7	0
Cc1cccc(OCCCC(=O)Nc2ccc(S(=O)(=O)Nc3nccs3)cc2)c1C	-1.6	6	27	-0.3	2	7	3	2	0
Cn1nc(-c2ccc(Cl)cc2)c2cc(C(=O)NCCCN3CCCC3)sc21	2.6	-4	33	-0.1	-9	-5	-11	1	0
Cc1ccc2c(c1)C1C=CCC1C(C(=O)O)N2 (stereo not given)	-1.3	62*	-26	-0.2	14	10	46*	108*	68*
COc1cccc(NC(=O)CN(C)C(=O)c2c(C)nn(Cc3ccc(C)cc3)c2Cl)c1	0.1	1	12	0.0	0	3	3	1	0
COc1ccccc1NS(=O)(=O)c1ccc2oc(SC(C)C(=O)N3CCNC3=O)nc2c1 (stereo not given)	·	-7	6	0.4	18	2	·	-7	0
Cc1[nH]c2ccccc2c1SCc1n[nH]c(=S)n1C	0.0	-8	9	0.2	4	-2	-1	-7	2
C[n+]1c(/C=C/c2ccc3c(c2)OCO3)ccc2ccccc21	3.4	-9	6	0.7	7	-41	1	-18	0
Cc1ccc2c(c1)N(C(=O)CCC(=O)N1CCN(c3cccc(C)c3C)CC1)CCO2	-2.7	-1	-3	0.2	4	1	3	2	0
CN(C)c1ccc(C(=S)N2CCCC2)cc1Br	-1.9	-4	5	0.2	0	-4	-1	-12	26
CC(Cl)C(=O)Nc1c2c(nn1-c1ccccc1)CSC2 (stereo not given)	0.5	2	4	-0.1	-2	1	2	8	0
O=C(CN1CCOCC1)N1CCCc2ccccc21	2.4	3	1	0.0	3	6	1	2	0
COc1ccccc1NC(=O)NCC1(N(C)C)CCCCC1	0.1	0	-5	0.0	-1	7	1	6	1
O=C1/C(=C2/NCCN2C2CC(=O)N(c3ccccc3)C2=O)CC/C1=C\c1ccccc1 (stereo not given)	0.0	3	4	0.1	-3	3	0	-3	1
COc1ccc(NC(=O)COC(=O)c2cc3c(s2)CCC3)cc1	·	0	4	-0.2	0	-5	·	13	43*
Cc1ccc(S(=O)(=O)/N=C(/NC(=S)Nc2ccccc2)c2ccccc2)cc1	0.0	4	-1	0.0	1	6	9	-4	1
O=C(Cc1ccc(Cl)cc1)Nc1ccccc1N1CCOCC1	-1.9	1	-6	0.0	0	8	-1	7	1
Clc1ccccc1Cn1nnc2c(NCCN3CCOCC3)ncnc21	-2.8	3	-1	-0.2	5	6	-4	-2	3
CCC1(C)Cc2c(sc3[nH]c(=S)[nH]c(=S)c23)CO1 (stereo not given)	-3.5	6	-5	0.3	2	-3	-3	12	22
Cc1ccc(S(=O)(=O)c2cn(C)c3cc(N4CCN(C)CC4)c(F)cc3c2=O)cc1	0.3	4	3	-0.1	2	0	6	9	1
Cc1ccc(-c2nnn(CC(=O)N3CCCc4ccccc43)n2)cc1	-0.5	0	-4	-0.1	8	-5	-7	-1	0
O=C(CC1S/C(=N/N=C/c2ccco2)NC1=O)Nc1ccccc1 (stereo not given)	-1.7	3	4	-0.1	2	-1	7	7	14
Nc1nc2n(n1)C(c1ccco1)CC(c1ccc(Cl)c(Cl)c1)N2 (stereo not given)	-2.2	6	0	-0.1	-1	2	-5	8	2
Nc1ccccc1N=Cc1ccc(-c2cccc(Cl)c2)o1	-1.5	1	-5	0.3	-12	-5	-4	2	2
Cc1ccc(C)c(C(=O)CC2(O)C(=O)Nc3ccccc32)c1 (stereo not given)	0.0	3	-1	-0.1	2	1	3	-9	0
O=C(NCCS(=O)(=O)NCc1ccc(Cl)cc1)c1ccccc1	1.7	-1	9	0.2	5	-1	5	-2	0
CS(=O)(=O)N(CC(=O)N1CCCC1)c1ccc(OCc2ccccc2)cc1	-0.5	-1	6	0.1	2	9	3	3	0
COc1ccc(NS(=O)(=O)c2cccc(C(=O)N3CCCC(C)C3)c2)cc1 (stereo not given)	1.3	-3	16	0.2	-1	4	3	-5	0
CCn1c(N2CCN(S(=O)(=O)c3ccc(F)cc3)CC2)nc2ccccc21	-2.1	5	-14	-0.1	10	4	0	1	0
Cc1cc(=O)oc2cc(OC(C)C(=O)Nc3ccc(C(N)=O)cc3)ccc12 (stereo not given)	·	7	-51	-0.2	1	5	·	6	3
COC(=O)C1=C(C)NC(=O)/C1=C\c1cc(C)n(-c2ccccc2F)c1C	-0.6	7	12	0.0	3	6	3	9	0
Cc1csc(=O)n1CCC(=O)OCC(=O)Nc1ncc(Cl)cc1Cl	-0.7	16	-13	-0.1	-3	11	4	30	3
(continued)
SMILES	MEX-5 binding	BCLXL inh	VLA-4 inh	Efflux pump mplx	PME-1 inh	GLD-1 RNA inh	Fam108B counter	MCL1-BIM inh	GRK2 aptamer HTS
Cc1ccc(S(=O)(=O)N2CCN(CC(O)c3ccccc3)CC2)cc1 (stereo not given)	1.8	-1	-4	-0.1	8	1	-1	-6	0
O=C(CN1C(=O)c2ccccc2C1=O)Nc1ccccc1C(=O)NC1CCCCC1	-0.4	2	2	0.1	7	20	3	-1	1
Cc1oc2ccc(OCc3ccccc3Cl)cc2c1C(=O)O	1.6	·	5	0.0	·	·	·	·	0
O=C(CN(C(=O)c1csnn1)c1ccc(F)c(Cl)c1)NC1CCCCC1	0.4	2	8	-0.2	-1	1	-1	2	3
O=C(NCCC1=CCCCC1)c1ccc(CN2CCOCC2)cc1	2.6	-1	5	0.1	0	-7	1	-7	0
Cc1ccn(CCC(=O)NC2CC(C)(C)Cc3c2cnn3-c2ccccc2C)n1 (stereo not given)	·	2	6	0.1	2	-8	0	-4	0
C=C(C)CC1(NC(C)c2ccccc2)CCCCC1 (stereo not given)	-1.2	4	5	-0.1	1	3	-3	-2	1
COc1ccccc1-n1c(N)cc(=O)nc1SCC(=O)Nc1cc(C)on1	-1.3	6	-1	-0.2	-5	2	3	3	0
O=C(/C=C\c1ccccc1[N+](=O)[O-])Nc1ccccc1	-1.5	2	4	0.0	6	-2	4	7	3
CC(=O)c1ccc(OCC(O)CN2CCC(C)CC2)cc1 (stereo not given)	0.4	3	-8	0.0	-5	7	-2	-2	5
O=C(Nc1ccc(N2CCOCC2)cc1)C1CC(=O)N(c2ccc(Cl)cc2)C1 (stereo not given)	4.5	4	-2	0.1	-2	-5	0	3	1
COc1ccc(Cl)cc1C(=O)Nc1cccnc1Cl	0.7	9	-15	0.2	-6	3	-4	8	3
COc1ccccc1NC(=O)CN(Cc1ccco1)C(=O)c1ccc(N2CCCC2=O)cc1	·	·	0	0.3	·	0	·	·	1
